High-throughput results from PubChem BioAssay.
VP16 counter = Gal4-VP16 reporter inhibition counter-screen; Drosophila S2 Gal4-VP16 UAS-luciferase, luminescence, 20 h; Potency, µM (doses to about 53.6 µM), without a hit: top-dose activity, negative = inhibition, most hits filed as inhibitors; 3.5% of 310,000 active; AID 2546;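 also: Gal4-VP16 expression switched on by copper sulfate through the metallothionein promoter; nearly all actives have a fitted effect of over 50% in size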
RORg inh = ROR gamma (mouse) transcription inhibition. P51450. Drosophila S2 Gal4-RORgamma UAS-luciferase reporter, 20 h. Potency, µM (series often up to 53.6 µM), for the others: at the top dose activity change, negative = inhibition, most hits filed as inhibitors. 5.4% of 310,000 active; also: nearly all actives have a fitted effect of over 60% in size
Target sequence (P51450 whole entry, looked up, the tested form may be a part): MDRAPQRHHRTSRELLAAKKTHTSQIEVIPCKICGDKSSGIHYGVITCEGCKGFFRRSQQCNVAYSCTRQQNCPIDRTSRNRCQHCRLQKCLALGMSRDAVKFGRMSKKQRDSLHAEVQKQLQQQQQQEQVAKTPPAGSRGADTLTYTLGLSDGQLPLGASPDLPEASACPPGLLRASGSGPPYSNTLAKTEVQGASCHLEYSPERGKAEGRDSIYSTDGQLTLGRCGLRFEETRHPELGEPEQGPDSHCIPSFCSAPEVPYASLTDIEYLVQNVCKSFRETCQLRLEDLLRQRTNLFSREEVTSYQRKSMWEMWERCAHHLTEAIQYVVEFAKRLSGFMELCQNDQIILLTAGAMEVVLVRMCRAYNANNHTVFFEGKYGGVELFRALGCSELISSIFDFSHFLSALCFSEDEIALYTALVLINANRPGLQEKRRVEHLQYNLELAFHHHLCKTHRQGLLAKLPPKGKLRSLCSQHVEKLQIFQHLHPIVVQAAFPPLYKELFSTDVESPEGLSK
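Luciferase reporter read in Schneider cells carrying Gal4-RORγ (mouse) and UAS-Photinus luciferase; cells given compound 1 h before 700 uM copper sulfate induction, then incubated 20 h at ambient temperature.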
The depositor's hits bear a star; ? = inconclusive; & = joins results of further samples; [ ] = remark or other dose. Calls follow the shape of the dose curve; as a rule, active = well fitted curve in the direction sought with a large enough effect; inconclusive = small, poorly fitted or top-dose-only effect, or another doubt; inactive = no such curve, though single readings can be large; an effect the other way counts as inactive or inconclusive. % is scaled to controls: 0 for no effect and ±100 for the full control effect; potency is read from the fitted curve at half-maximal effect. An excerpt, so the mix of outcomes need not match the whole.

Below each compound: VP16 counter | RORg inh
COC(=O)c1ccc(C(/C=C/[C@@H](C)C(=O)N(C)Cc2ccccc2)NC(=O)OCc2ccccc2)cc1 (stereo partly drawn)
→ -18% | 44%
O=C1N[C@@H](Cc2c[nH]c3ccccc23)C(=O)N[C@H]1Cc1c[nH]c2ccccc12
→ -2% | -10%
COc1c(O)c(O)c2cc(OC)c3c(OC)cc(=O)c4c5c(=O)c(OC)c(C(C)=O)c6c5c(c1CC=6C)c2c34
→ -8% | 5%
OCC1OC(c2ccc3c(c2)OCO3)C=CC1Oc1cc(Cl)cc(Cl)c1 (stereo not drawn)
→ -8%[10 µM] | 8%[10 µM]
COc1ccccc1-c1ccc2ncnc(NCc3cnc(C)cn3)c2c1
→ ? | ?
CCCCCC(O)/C=C/C=O (stereo not drawn)
→ -4% | 25%
CS(=O)(=O)Nc1cccc(-c2ccc3ncnc(NCCN4CCOCC4)c3c2)c1
→ 24% | ?
CCCN1CCC(=O)N(C(CSc2ccc(Br)cc2)CC(C)C)CC1 (stereo not drawn)
→ -8% | -2%
COC(=O)C1(Cc2ccccc2)C=C2C(=C(C(C)C)C(=O)C2C)CN1 (stereo not drawn)
→ -5% | 39%
COC(=O)c1ccc(C(NC(=O)OCc2ccccc2)/C(=C/[C@@H](C)C(=O)NCc2nc3ccccc3s2)c2cccnc2)cc1 (stereo partly drawn)
→ 5% | 13%
CN(C)c1ccc(C2(c3ccc(N(C)C)cc3)OC(=O)c3cc(N(C)C)ccc32)cc1
→ -9% | 0%
C=C1CC23C[C@H]4[C@@H]5[C@@]6(C)C[C@H](OC(=O)c7ccccc7)[C@@H](OC(C)=O)[C@]57[C@@H]2[C@@H](OC(C)=O)[C@H]1[C@@H](O)[C@H]3[C@H]7N4C6
→ -4%[17 µM] | 17%[16.9 µM]
COc1ccc2c(c1)O[C@@H](c1ccc3c(c1)OCO3)[C@H](OC(=O)N[C@H]1CCCc3ccccc31)C2=O
→ 5% | -1%
CSCC[C@H](NC(=O)[C@H](CC(C)C)NC(=O)CNC(=O)[C@@H]1CCCN1C(=O)[C@H](Cc1ccccc1)NC(=O)[C@H](Cc1ccccc1)NC(=O)[C@H](CC(=O)O)NC(=O)[C@H](Cc1cnc[nH]1)NC(=O)[C@H](CCSC)NC(=O)[C@@H](N)CC(=O)O)C(N)=O
→ -1% | 6%
N#Cc1cccc(NC(=O)N2CC[C@@]3(CCCN(C(=O)c4cc(C(F)(F)F)cc(C(F)(F)F)c4)C3)C2)c1
→ 8% | 35%
COC(C1CCCCC1)C(C)C(OCc1cccc(Br)c1)C(C)CO (stereo not drawn)
→ -1%[10 µM] | 7%[10 µM]
COc1ccc2c(c1)O[C@@H](c1cccc(C(F)(F)F)c1)[C@H](OC(=O)N[C@H](C)C1CCCCC1)C2=O
→ ? | ?
O=C(c1ccco1)N1CCC2(CCCN(C(c3ccccc3)c3ccccc3)C2)CC1
→ 0% | 37%
O=C1[C@H]2[C@H]3[C@H](O)[C@H](O)C/C(=N/OCc4ccccc4)[C@@H]3CC[C@@H]2C(=O)N1Cc1ccccc1
→ 1%[10 µM] | -5%[10 µM]
c1cncc(-c2nc(N3CCNCC3)c3ccccc3n2)c1
→ -11% | 15%

Single entries from the results shown.
O=C1[C@H]2[C@H]3[C@H](O)[C@H](O)C/C(=N/OCc4ccccc4)[C@@H]3CC[C@@H]2C(=O)N1Cc1ccccc1 in VP16 counter is entered as 1%[10 µM]
C=C1CC23C[C@H]4[C@@H]5[C@@]6(C)C[C@H](OC(=O)c7ccccc7)[C@@H](OC(C)=O)[C@]57[C@@H]2[C@@H](OC(C)=O)[C@H]1[C@@H](O)[C@H]3[C@H]7N4C6 in RORg inh is entered as 17%[16.9 µM]
CCCCCC(O)/C=C/C=O (stereo not drawn) in VP16 counter is entered as -4%

Other compounds follow:
Below each compound: VP16 counter | RORg inh
C=C1C([C@@]2(C)C(OC(C)=O)CC(=O)O[C@@](C)(COC(C)=O)C2CC(=O)OC)C(OC=O)C(OC(=O)C(O)C(C)CC)[C@]2(C)C(c3ccoc3)CC(=O)C12O (stereo partly drawn)
→ -7% | 20%
COc1ccc(COC(=O)N/N=C2/C[C@@H](O)[C@@H](O)[C@@H]3[C@@H]4C(=O)N([C@@H](C)c5ccccc5)C(=O)[C@H]4CC[C@H]23)cc1
→ -20%[10 µM] | 14%[10 µM]
CCCCN=C(N)N=C(N)N
→ 0% | -7%[10 µM]
C#CCCCCCCCCCCCC(O)CC(O)COC(C)=O (stereo not drawn)
→ -18% | -19%
Cc1ccc(S(=O)(=O)/C=C\C#N)cc1
→ 0.56µM* | 0.63µM*
COc1ccc(-c2ccc(C)cc2)cc1C1C2C=CCC(C)C2C(=O)N1Cc1ccccc1 (stereo not drawn)
→ -13% | 41%
c1ccc(COC[C@@H]2CO2)cc1
→ 2% | -1%
CN1CCN(c2ccc(Nc3c4ccccc4nc4ccccc34)cc2)CC1
→ 10µM* | -44%
CN(C)CCCCl
→ -4% | 4%
COc1ccc([C@H]2c3cc(OC)c(OC)cc3C[C@@H](C)[C@@H]2C)cc1OC
→ 1% | 4%
Cc1nc(N2CCOCC2)c2nc(-c3ccccc3)n(CCCN(C)C)c2n1
→ -8% | -2%
O=C1CCCC=C1[C@H](CCc1ccccc1)OC(=O)c1ccc(Br)cc1
→ 18%[10 µM] | 19%[10 µM]
CC(C)CN1CC[C@@]2(CCCN(C(=O)c3ccco3)C2)C1
→ -12% | 3%
CN(C)c1nc(NC2CCC(NC(=O)c3ccc(F)c(F)c3)CC2)nc2ccccc12 (stereo not drawn)
→ ? | ?
CCOC(=O)c1c(N)sc(C)c1-c1ccccc1
→ ? | -20%
CN(C)c1ncc2nc(-c3ccccc3)c(=O)n(-c3ccccc3)c2n1
→ -12% | -26%
COCCNC(=O)[C@H](C)/C=C(\c1cccnc1)C(NC(=O)OCc1ccccc1)c1ccc(C(=O)OC)cc1 (stereo partly drawn)
→ -3% | 25%
CN(C)Cc1ccccc1-c1nccc(NC2CC2)n1
→ 2% | 4%
CCCN1C[C@H](CSC)C[C@H]2c3cccc4[nH]cc(c34)C[C@@H]21
→ -3%[17 µM] | -12%[16.9 µM]
O=S(=O)(c1ccccc1)N1CCC2(CCN(Cc3ccccc3)CC2)CC1
→ -1% | -6%
CN(C)C(=O)c1ccc(-c2cncnc2NCCc2cnc[nH]2)cc1
→ -5% | 10%
OC[C@@H]1OC(O)[C@@H](O)[C@H](O)[C@H]1O (stereo partly drawn)
→ 1% | -21%
C=C[C@@]1(C)CC[C@H](O)[C@H]2C(=O)CCC[C@@H]21
→ -3% | -7%
CN(C)c1ncc2nc(-c3cccc(C#N)c3)c(=O)n(CCC#N)c2n1
→ 5% | 4%
C[C@@H]1C(=O)CC2C(C)(C)CCC[C@]2(C)[C@@]1(O)CCc1ccoc1 (stereo partly drawn)
→ -1% | -18%
CCNC(=O)[C@@H]1CCCN1C(=O)[C@H](CCCN=C(N)N)NC(=O)[C@H](CC(C)C)NC(=O)[C@@H](Cc1c[nH]c2ccccc12)NC(=O)[C@H](Cc1ccc(O)cc1)NC(=O)[C@H](CO)NC(=O)[C@H](Cc1c[nH]c2ccccc12)NC(=O)[C@H](Cc1cnc[nH]1)NC(=O)[C@@H]1CCC(=O)N1
→ ? | ?
O=C(c1ccncc1)N1CCC2(CCN(Cc3nccs3)CC2)CC1
→ 10% | 11%
C[C@@]12CCC(=O)C[C@@H]1CC(=O)[C@H]1[C@H]3CCC[C@]3(C)C(=O)C[C@@H]12 (tested in a mixture with another compound)
→ 19%[17 µM] | -16%[16.9 µM]
CCCCC/C=C\C\C=C/C=C/C=C/[C@@H](SCC(N)C(=O)NCC(=O)O)[C@@H](O)CCCC(=O)O (stereo partly drawn)
→ -2% | 0%
Clc1ccccc1-c1nc(NCc2cccnc2)c2ccccc2n1
→ -1% | -31%
Cc1cccc(CNc2ncncc2-c2cccc(NS(C)(=O)=O)c2)c1
→ 1% | -35%
CC(=O)N[C@@H](CCCNC(=N)N)C(=O)N[C@H](CC1CCCCC1)C(=O)N[C@@H]1CCC2SC[C@@H](C(=O)N[C@H](CCCNC(=N)N)C(=O)N[C@H](Cc3ccc(Cl)cc3)C(N)=O)N2C1=O (stereo partly drawn)
→ 3% | 15%
COCCn1c(C(=O)N2CCCC2)cc2c1C[C@H]1CN(C(=O)c3ccccc3)[C@@](Cc3ccccc3)(C(=O)OC)[C@@H]21
→ 7% | 5%
CC=O
→ 8% | -5%
c1ccc2c(NC3CC3)nc(-c3ccoc3)nc2c1
→ 3% | -3%
O=C(Oc1ccccc1)c1ccccc1O
→ -2% | -19%
O=c1c(-c2cccc(Cl)c2)nc2cncnc2n1-c1ccccc1
→ -9% | -19%
CC(C)(C)OC(=O)NC(Cc1ccccc1)C(=O)NC1COC2CC(n3cc(F)c(=O)[nH]c3=O)OC12 (stereo not drawn)
→ 4% | 43%
CCN1C(=O)[C@H]2[C@H]3[C@H](O)[C@H](O)C/C(=N/OC/C=C(\C)CCC=C(C)C)[C@H]3CC[C@@H]2C1=O
→ -13%[10 µM] | -15%[10 µM]
CCNc1ncc2nc(-c3ccc(OC)cc3)c(=O)n(-c3ccc(OC)cc3)c2n1
→ -3% | -31%
CCc1cc2c(nc1CC)CCN(CC/C(C)=N/O[C@@H]1O[C@H](COC(C)=O)[C@H](OC(C)=O)[C@H](OC(C)=O)[C@H]1OC(C)=O)C2
→ -11%[10 µM] | 20%[10 µM]
CN(C)c1ncc2ncc(=O)n(CCC#N)c2n1
→ 7% | 17%
COc1ccc(-c2nnc3n2N=C(c2cccc(OC)c2)CS3)cc1
→ -5% | -27%
CCCCCCCCCCCC(CC1OC(=O)C1CCCCCC)OC(=O)C(CC(C)C)NC=O (stereo not drawn)
→ 4% | -2%
C[C@]12C[C@H](O)CC(CO)(CO)C1[C@H](O)C[C@@]13CC4[C@@H](CC12)[C@@]4(C)C3 (stereo partly drawn)
→ -4% | -14%
CN1CCN(CCc2ccc(Cl)c(Cl)c2)CC1
→ 6% | -10%
CCOC(=O)C1C(C(=O)OC)=C(c2ccc(F)cc2)c2ccc(OC)cc2N1S(=O)(=O)C(F)(F)F (stereo not drawn)
→ -3%[40.7 µM] | 29%[40.7 µM]
O=C(Oc1cc(OC(=O)c2ccccc2)c2c(c1)OC(c1ccc(OC(=O)c3ccccc3)c(OC(=O)c3ccccc3)c1)[C@@H](OC(=O)c1ccccc1)C2)c1ccccc1 (stereo partly drawn)
→ -15% | -1%
O=C(c1csnn1)N1CCC2(CC1)CN(c1ccncc1)C2
→ -12% | -11%
COC/C=C/C1=CC2=CC(=O)C(C)(O)C(=O)C2=CO1 (stereo not drawn)
→ -7% | 2%
CC1(C)S[C@@H]2[C@H](NC(=O)[C@@H](N)c3ccccc3)C(=O)N2[C@H]1C(=O)O[C@H]1OC(=O)c2ccccc21
→ -1%[17 µM] | 8%[2.98 µM]
CCC(C)C(=O)OC1CC(C)C=C2C=CC(C)C(CCC3CC(O)CC(=O)O3)C21 (stereo not drawn)
→ 0% | -12%
CC(=O)NCCNc1nc(-c2cccc(C#N)c2)nc2ccccc12
→ 1% | 13%
N#Cc1cccc(CS(=O)(=O)c2nnnn2-c2cc(C(F)(F)F)cc(C(F)(F)F)c2)c1
→ 3% | 16%
O=c1c(-c2ccc(Cl)cc2)nc2cnc(N3CCOCC3)nc2n1CCc1ccccc1
→ -13% | -5%
CCCCCCCC/C=C\CCCCCCCCOC[C@H](COP(=O)([O-])OCC[N+](C)(C)C)OC(C)=O
→ 1% | -16%
CCN1C(=O)[C@H]2[C@@H]3[C@H](O)[C@H](O)CC(=O)[C@H]3CC[C@H]2C1=O
→ 1%&3%[10 µM] | 7%&-2%[10 µM]
CC1CC[C@@]2(OC1)OC1CC3C4CC[C@H]5CC(O)CC[C@@]5(C)C4CC[C@]3(C)C1C2C (stereo partly drawn)
→ 2% | 3%
O=C1OCCC1N(C(=O)C1CC1)c1cccc(Cl)c1 (stereo not drawn)
→ -4% | -3%
CN=C(N)NCCCC(N)C(=O)O (stereo not drawn)
→ -4% | 5%

Arranged by molecular weight (rising): part of the list above.
Below each compound: VP16 counter | RORg inh
O=C1OCCC1N(C(=O)C1CC1)c1cccc(Cl)c1 (stereo not drawn)
→ -4% | -3%
CCC(C)C(=O)OC1CC(C)C=C2C=CC(C)C(CCC3CC(O)CC(=O)O3)C21 (stereo not drawn)
→ 0% | -12%
CCCCCCCC/C=C\CCCCCCCCOC[C@H](COP(=O)([O-])OCC[N+](C)(C)C)OC(C)=O
→ 1% | -16%

Entries listed above that bear a hit mark in RORg inh.
| smiles | RORg inh |
| --- | --- |
| Cc1ccc(S(=O)(=O)/C=C\C#N)cc1 | 0.63µM* |

Additional records.
Below each compound: VP16 counter | RORg inh
CNC[C@H](O)[C@H](O)[C@H](O)[C@H](O)CO
→ 3%[17 µM] | 1%[16.9 µM]
COC(=O)NC(CCc1ccccc1)C(C(=O)OC)C(=O)OC (stereo not drawn)
→ 0% | -7%
OCC1=C[C@@H](O)[C@@H]2C=CO[C@@H](OC3O[C@H](CO)[C@@H](O)[C@H](O)[C@H]3O)[C@H]12 (stereo partly drawn)
→ 4% | 15%
COCCn1c(=O)c(CCc2ccccc2)nc2cnc(Oc3cccc(Cl)c3)nc21
→ 17% | ?
C[C@@H]1CCC2[C@](C)(CO)[C@@H](O)CC[C@]2(C)[C@]12CCC(CO)(CCO)O2 (stereo partly drawn)
→ 6% | 5%
CC(=O)OCC(=O)[C@@]1(O)CCC2C3C[C@H](C)C4=CC(=O)C=CC4(C)C3C(O)CC21C (stereo partly drawn)
→ -14% | 11%
CS(=O)(=O)Nc1cccc(-c2cncnc2NCc2ccccc2)c1
→ -5% | -11%
